Myeloid diff 2 = promotes myeloid progenitor differentiation; AID 624256; actives 1% (n = 360,000); ER-HoxA9 myeloid progenitors, lysozyme-GFP differentiation, flow cytometry; calls only at 10 µM;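 active = normalized GFP-positive differentiation at or above the plate's own cutoff, the solvent-only control mean plus 3 SD; inconclusive = no clear call, values can overlap the other calls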;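 note: cells exposed to compound for four days before flow analysis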
XIAP displacement = small molecules displacing peptide from XIAP – biochemical, IAP family, fluorescence polarization (AID 1018); XIAP BIR domain, fluorescence polarization peptide displacement; higher % means a stronger effect; one-dose displacement, % at 20 µM; IC50 in µM for titrated hits; actives 0.007% (n = 200,000); in the data active = displacement above about 50%; note: a part of the inactive calls stands beside numbers as strong as those of hits
HIV peptide binding = inhibitors of HIV fusion peptide binding, primary screen, biochemical, uHTS, fluorescence dequenching (AID 1986); cell-free peptide binding, fluorescence dequenching, 30 min; higher % means a stronger effect; one-dose inhibition, % at 20 µM; IC50 in µM for titrated hits; actives 0.3% (n = 290,000); in the data active = inhibition mostly above about 52%, no sharp cut-off; inactive = mostly below about 76%; note: some results filed as inactive read as strong as hits
LYP phosphatase = inhibitors of LYP phosphatase, biochemical, fluorescence intensity, uHTS (AID 1779) | one-dose inhibition, % at 11.5 µM; IC50 in µM for titrated hits | actives 0.054% (n = 290,000) | recombinant LYP phosphatase, fluorescence intensity; higher % means a stronger effect;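 note: plate controls were vehicle with enzyme for no effect and no enzyme for full effect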
AID2073 = disruptors of CaV2.2 binding to Mint1 – biochemical, HTRF (AID 2073); HTRF protein-protein interaction, Mint1-CaV2.2; higher % means a stronger effect; inhibition, % at 20 µM; hits with a dose series show IC50 in µM; actives 0.19% (n = 290,000); in the data active = inhibition mostly above about 51%, no sharp cut-off; inconclusive = no clear call, values can overlap the other calls; inactive = mostly below about 53%; note: some results filed as inactive read as strong as hits
SIAH1 antagonists = Siah-1 peptide-binding antagonists, primary screen, biochemical, fluorescence polarization, rhodamine-plectin, uHTS (AID 1817); Siah-1 / rhodamine-plectin peptide fluorescence polarization; higher % means a stronger effect; displacement, % at 20 µM, or IC50 in µM where a hit was titrated; actives 0.02% (n = 290,000);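 active = displacement of at least 50% at 20 µM, with a fluorescence ratio check between 0.3 and a set limit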;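 note: plate controls were Siah plus tracer with DMSO for no effect and tracer alone without Siah for full effect; strong numbers were not always called active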
NS5 inhibitors = Dengue-2 NS5 methyltransferase inhibitors, primary screen, biochemical, confirmation dose response (AID 588689); Dengue-2 NS5 methyltransferase capping enzyme assay, biochemical; higher % means a stronger effect; actives 0.3% (n = 340,000); one-dose inhibition, % at 25 µM; IC50 in µM for titrated hits; in the data active = a potency from the dose series; inconclusive = inhibition above about 29% without an active follow-up result
Lipid droplet = modulators of hepatic lipid droplet formation. AML12 mouse hepatocytes, oleate lipid droplets, BODIPY imaging. inhibition, % at 6.5 µM. actives 0.4% (n = 240,000);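 active = lipid droplet intensity inhibited by at least 50%, with more than 500 cells counted; inconclusive = wells with under 300 cells, treated as cytotoxic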
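Material: mouse AML12 hepatocyte cell line, fixed after treatment; Timing: compound with oleate, overnight; Technique: high-content imaging of BODIPY-stained droplets and DAPI nuclei; Probe or stimulus: oleate, 100 µM final; Dosing: compound at 6.5 µM only.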
HEK293 NOD2/NF-kB = inhibition of NOD2-driven NF-kB reporter – cell-based, luminescence, uHTS, HEK293 (AID 1566); inhibition, % at 4 µM; hits with a dose series show EC50 in µM; actives 0.63% (n = 290,000); HEK293 NOD2/NF-kB luciferase reporter, luminescence; higher % means a stronger effect; note: many of its hits are not listed in these tables
Lipid droplet cells 6.5 µM = further read-out of Lipid droplet, marked with its call; cell count; measured here: cell count, cytotoxicity flag;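 cells counted across two imaged fields per well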
NS5 inhibitors pilot replicate = recorded beside NS5 inhibitors, whose call it bears; inhibition, %; measured here: pilot screen replicate inhibition
Myeloid diff 2 GFP+ MAC1+ % = also measured in Myeloid diff 2; calls as there; GFP+ MAC1+ double positive, %; measured here: differentiation confirmed by MAC1 staining
The depositor's hits bear a star; i = inactive; ? = inconclusive; nt = not tested or not shown; + = active, no number. Cut-off read from the data, not from the text of the source, unless noted: active = inhibition above about 50%; inactive = the rest. A portion of the library; the hit share may differ from the screen's.

SMILES	Myeloid diff 2	Myeloid diff 2 GFP+ MAC1+ %	XIAP displacement	HIV peptide binding	LYP phosphatase	AID2073	SIAH1 antagonists	NS5 inhibitors	Lipid droplet	Lipid droplet cells 6.5 µM	HEK293 NOD2/NF-kB	others
N#Cc1c(C#N)c(-c2ccccc2)n(-c2ccccc2)c1N	i	0.6	-1.5%	-0.7%	-6%	12%	1%	-1%	nt	nt	9%
COc1ccc(Nc2ncc3c(n2)CC(c2ccc(OC)cc2)CC3=O)cc1 (configuration not stated)	i	1.5	-3.5%	0.3%	1%	9%	4%	-6%	-3	711	-16%
CCOC(=O)c1c(S(=O)(=O)NCC2CCN(Cc3cccc(F)c3)CC2)c(C)n(C)c1C	i	0.5	nt	2.1%	-14%	-13%	13%	-1%	-73	710	4%
CCOc1ccc(OCC)c(NC(=O)CN2CCN(C(=O)c3ccco3)CC2)c1	i	0.4	-3.5%	-0.1%	-6%	-5%	0%	-6%	1	765	10%
COc1ccc2o/c(=N\O)c(C(=O)Nc3ccc(C)cc3)cc2c1	i	0.1	-8.0%	-3.3%	-7%	12%	-2%	-5%	-7	735	21%
Cc1[nH]c2c([N+](=O)[O-])cccc2c1C	i	0.6	nt	-1.5%	-3%	8%	0%	-8%	1	723	1%
O=C(CN1C2=NCCN2c2ccccc21)c1ccc(Br)cc1	i	1.0	1.2%	1.6%	-9%	0%	1%	-1%	nt	nt	-8%
CCC(C)(C(=O)NC1CCCC1)N(Cc1ccco1)C(=O)Cc1cccs1 (configuration not stated)	i	0.6	-4.9%	-1.9%	-3%	-1%	0%	-3%	nt	nt	-3%
Cc1[nH]c2ccccc2c1C(=O)C(=O)NCCCc1ccccc1	i	0.5	nt	0.8%	-5%	-2%	-1%	-4%	-5	657	10%
CCOc1ccccc1/C=N/NC(=O)c1nnn(-c2nonc2N)c1CN1CCC(C)CC1	i	3.0	nt	0.6%	-3%	8%	6%	-2%	-27	766	-15%
COc1ccc(CN(CCc2ccccc2)Cc2ccccc2)cc1OC	i	0.2	nt	-1.2%	-12%	4%	-4%	1%	-8	799	-20%
CC1CCCCC1NC(=O)C1CC(=O)N(Cc2ccccc2)C1 (configuration not stated)	nt	nt	nt	-1.2%	-6%	14%	-8%	2%	-16	807	1%
CC(C)CCCN1CCN=C1N(C)C	i	0.9	nt	0.0%	-12%	31%	2%	-3%	9	828	7%
Cc1ccc(N(CCO)C(=S)Nc2ccccc2)cc1	i	0.4	nt	-1.5%	-5%	-1%	1%	0%	-2	854	10%
CC(C)(O)CC[C@@H](O)[C@](C)(O)[C@H]1CC[C@@]2(O)C3=CC(=O)[C@@H]4C[C@@H](O)[C@@H](O)C[C@]4(C)C3CC[C@]12C (some centres not stated)	i	2.6	0.9%	-1.4%	-1%	-6%	5%	-3%	0	702	-1%
COc1ccccc1N(CC(=O)NCC1CCCO1)C(=O)CCC(=O)Nc1cc(C)on1 (configuration not stated)	i	2.5	nt	-0.1%	-8%	-3%	0%	-2%	9	848	16%
Cc1ccc2c(CC(=O)N3CCc4ccccc43)coc2c1	i	1.0	-0.3%	-3.1%	-9%	6%	6%	-2%	nt	nt	-78%
COc1ccc(CCNC(=O)COC(=O)C23CC4CC(CC(Br)(C4)C2)C3)cc1	i	1.3	-0.7%	0.3%	-5%	6%	6%	-5%	18	664	5%
Cc1ccc(S(=O)(=O)N(C)CC(=O)Nc2cccc3c2CCCC3)cc1	i	1.3	-2.3%	-1.3%	6%	6%	1%	-3%	nt	nt	6%
COc1cc(N=Cc2c(O)c3ccccc3oc2=O)c(OC)cc1Cl	+	12*	nt	74%*	-10%	?	-1%	?	-1	804	0%
Clc1ccc2scc(CN3CCCCC3)c2c1	i	0.8	-6.4%	-0.4%	-7%	-5%	9%	-6%	-52	698	12%
CC(O)C1C(=O)OC2(C)CC(C)(C)NC(=S)N12 (configuration not stated)	i	1.0	-11%	1.3%	-2%	8%	22%	-2%	15	753	22%
CN1C(=O)CC(N2CCC(C(N)=O)(N3CCCCC3)CC2)C1=O (configuration not stated)	i	1.3	1.4%	0.9%	0%	-1%	5%	-5%	-2	687	-7%
CCOC(=O)CNS(=O)(=O)c1c(C)noc1C	i	0.6	0.0%	-2.8%	-3%	-4%	0%	-6%	7	719	6%
COC(=O)c1oc2ccc(Cl)cc2c1NC(C)=O	i	2.6	-4.1%	0.6%	-6%	5%	2%	-2%	-4	584	-1%

Looked up one by one from the list above:
SMILES	Myeloid diff 2	Myeloid diff 2 GFP+ MAC1+ %	XIAP displacement	HIV peptide binding	LYP phosphatase	AID2073	SIAH1 antagonists	NS5 inhibitors	Lipid droplet	Lipid droplet cells 6.5 µM	HEK293 NOD2/NF-kB	others
COC(=O)c1oc2ccc(Cl)cc2c1NC(C)=O	i	2.6	-4.1%	0.6%	-6%	5%	2%	-2%	-4	584	-1%
CC1CCCCC1NC(=O)C1CC(=O)N(Cc2ccccc2)C1 (configuration not stated)	nt	nt	nt	-1.2%	-6%	14%	-8%	2%	-16	807	1%
Cc1ccc2c(CC(=O)N3CCc4ccccc43)coc2c1	i	1.0	-0.3%	-3.1%	-9%	6%	6%	-2%	nt	nt	-78%
Cc1[nH]c2c([N+](=O)[O-])cccc2c1C	i	0.6	nt	-1.5%	-3%	8%	0%	-8%	1	723	1%
CC(O)C1C(=O)OC2(C)CC(C)(C)NC(=S)N12 (configuration not stated)	i	1.0	-11%	1.3%	-2%	8%	22%	-2%	15	753	22%

Additional records.
SMILES	Myeloid diff 2	Myeloid diff 2 GFP+ MAC1+ %	XIAP displacement	HIV peptide binding	LYP phosphatase	AID2073	SIAH1 antagonists	NS5 inhibitors	Lipid droplet	Lipid droplet cells 6.5 µM	HEK293 NOD2/NF-kB	others
Cc1cccc(CN2CCc3c([nH]c4ccccc34)C2)c1	i	0.6	nt	-0.7%	-7%	0%	10%	1%	-35	772	4%
CCC(CC)CN1C(Nc2ccccc2)=NC[C@@H]1CC(C)C	i	1.2	nt	0.0%	-25%	2%	1%	2%	-7	735	-8%
O=C(Nc1nncs1)Oc1ccccc1	i	1.3	-4.3%	-0.4%	-3%	-3%	-1%	-7%	-10	539	-5%
COc1ccccc1C(=O)NCC(=O)N=Nc1c(O)n(C(C)C)c2ccccc12	i	0.8	nt	-0.9%	-7%	0%	0%	-6%	8	749	29%
CC1CC(=O)Nc2ccccc2N1S(=O)(=O)c1ccc(F)cc1F (configuration not stated)	i	0.4	nt	-1.5%	-9%	10%	-2%	2%	-1	689	6%
CC(=O)N(C(C)=O)c1nc(-c2ccccc2)cn1/N=C/c1cccc([N+](=O)[O-])c1	i	0.5	nt	2.8%	-4%	13%	0%	0%	-4	688	10%
CC(C)c1ccc(NC2CCCN(C(=O)c3cccs3)C2)cc1 (configuration not stated)	i	6.4	nt	-1.5%	1%	0%	0%	-11%	0	771	11%
CC(C)(C)NC(=O)Nc1ccc2nccnc2c1	i	0.1	-5.1%	-0.8%	2%	42%	-2%	2%	nt	nt	-35%
COc1ccc(-c2[nH]ncc2CN2CCCN(C(=O)c3ccco3)CC2)cc1F	i	0.8	nt	-1.0%	-4%	-2%	9%	1%	15	680	-10%
CCN(C(=O)CN1C=NS(=O)(=O)c2ccccc21)c1ccccc1	i	1.5	-6.7%	-0.5%	-7%	-15%	2%	-1%	-6	323	8%
COc1ccc(C(C#N)=C2C=CC(=NO)C=C2)cc1	?	nt	nt	-2.7%	-5%	11%	2%	-8%	11	692	7%
c1ccc(-n2cnnc2SCc2nc3ccccc3s2)cc1	+	0.5*	-3.9%	1.9%	-5%	6%	-4%	-23%	nt	nt	-21%
CC(C)NC(=O)c1onc(CSc2ccc(Cl)cc2)c1C(=O)O	i	1.1	-3.1%	6.7%	-13%	-5%	-2%	0%	nt	nt	1%
Cc1ccc(NC(=O)CN(C)Cc2cc(=O)n3ccsc3n2)cc1	i	0.8	nt	0.9%	1%	37%	6%	3%	1	650	-9%
CC(C)C(=O)NC(c1cccc([N+](=O)[O-])c1)c1ccc2cccnc2c1O (configuration not stated)	?	nt	nt	-0.3%	-6%	-5%	-3%	-10%	-31	557	30%
COc1ccccc1NC(=O)NCCN1C(=O)C2C3C=CC(C3)C2C1=O (configuration not stated)	i	2.0	-0.6%	0.7%	-10%	-3%	0%	-1%	nt	nt	3%
O=C1c2cccc3c([N+](=O)[O-])ccc(c23)C(=O)N1CCc1ccccn1	?	nt	nt	2.8%	-5%	-27%	12%	-3%	-5	665	9%
CN(C(=S)NC(=O)C1(C)CC1(Cl)Cl)c1ccccc1 (configuration not stated)	i	0.8	-2.6%	0.9%	-5%	-3%	0%	-18%	26	779	-10%	NS5 inhibitors pilot replicate=2.0
Cn1c(C(C(=O)NCC2CCCO2)N(C(=O)Cn2nnc3ccccc32)C2CCCCC2)nc2ccccc21 (configuration not stated)	i	0.5	-5.6%	0.8%	7%	6%	-3%	1%	4	688	12%	NS5 inhibitors pilot replicate=-2.7
Cc1ccc(SCC(=O)Nc2ccccc2C(=O)N2CCOCC2)cc1	i	1.2	0.4%	-1.4%	-1%	1%	-10%	-1%	-13	657	-15%
CC1(C)C2CC=C(/C=N/NC(=O)C3CC3)C1C2 (configuration not stated)	i	0.4	-4.6%	-1.4%	-7%	-4%	-5%	-12%	4	700	14%
Cc1ccccc1C(=O)NC(=S)Nc1ccc(S(=O)(=O)N2CCOCC2)cc1	i	1.4	-5.7%	-0.4%	4%	-3%	-6%	-2%	7	648	3%
O=C(CSC1CN(C(c2ccccc2)c2ccccc2)C1)N/N=C/c1ccccc1	i	0.7	nt	-1.4%	7%	7%	-2%	-17%	0	582	24%
CC(C)CCNC(=O)c1nn(Cc2ccccc2)c(=O)c2ccccc12	i	1.2	nt	-0.9%	-3%	-2%	-2%	-1%	11	822	21%
COCCN1Cc2cccc(C(=O)NC(C)CCc3ccco3)c2C1=O (configuration not stated)	i	0.4	0.9%	1.2%	6%	12%	3%	nt	-16	701	16%
CCSc1nnc2ccc(-c3ccco3)nn12	i	0.4	-0.8%	2.4%	-6%	24%	-8%	-7%	3	738	17%
Cc1cc(CN(C)Cc2cn(C)nc2-c2ccc(Oc3ccccc3)cc2)on1	i	0.3	nt	0.4%	-5%	-14%	0%	2%	12	785	1%
COC(=O)C1=C(C(=O)OC)[C@@H]2N(C)c3ccc(OC)cc3[C@@]23C[C@@H](C(=O)OC)N(S(=O)(=O)c2ccc([N+](=O)[O-])cc2)C3=N1	i	1.2	nt	-1.4%	-10%	5%	-2%	6%	-32	742	18%
O=C(COC(=O)c1ccc([N+](=O)[O-])s1)Nc1cccc(S(=O)(=O)NC2=NCCCCC2)c1	i	0.3	nt	-1.0%	4%	-6%	21%	3%	-16	652	-1%
